Hsp90 Hop PPI = changes Hsp90-Hop TPR2A binding signal, up or down | AlphaScreen TPR2A-His6 binding biotin-Hsp90 C-terminal peptide | Potency, µM (titrated, usually from 57 µM), for the others: top-dose activity change, negative = inhibition | 71,000 tested, 0.44% active | AID 595; active = well fitted curve in either direction with a large enough effect; inconclusive = small, poorly fitted or top-dose-only effect, or another doubt; also: potency is read from the fitted curve at half-maximal effect; % is scaled to controls: 0 for no effect and ±100 for the full control effect; many of its hits are not listed in these tables
Rhodamine autofl = rhodamine region autofluorescence; Rhodamine-region fluorescence, 547/598 nm, Tris buffer; hits give high values; max dye-equivalent concentration, M; 59,000 tested, 0.05% active; AID 594; in the data active = max dye-equivalent concentration above about 11 nM; inconclusive = between about 1.1 nM and that limit
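Compounds in 100 mM Tris buffer, pH 8.0, were incubated 15 min at room temperature, then read at 547 nm excitation and 598 nm emission. Fluorescence was normalized against a per-plate six-point rhodamine standard curve as dye-equivalent concentration.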
ALOX15 inhib = blocks human 15-lipoxygenase activity. P16050. purified 15hLO-1, xylenol orange hydroperoxide absorbance. Potency, µM (top dose mostly 57.1 µM), for the others: top-dose activity change, negative = inhibition, hits mostly inhibitors. 74,000 tested, 1.4% active; also: potency is read from the fitted curve at half-maximal effect; % is scaled to controls: 0 for no effect and ±100 for the full control effect; nearly all actives have a fitted effect of over 55% in size
Target sequence (P16050 whole entry, looked up): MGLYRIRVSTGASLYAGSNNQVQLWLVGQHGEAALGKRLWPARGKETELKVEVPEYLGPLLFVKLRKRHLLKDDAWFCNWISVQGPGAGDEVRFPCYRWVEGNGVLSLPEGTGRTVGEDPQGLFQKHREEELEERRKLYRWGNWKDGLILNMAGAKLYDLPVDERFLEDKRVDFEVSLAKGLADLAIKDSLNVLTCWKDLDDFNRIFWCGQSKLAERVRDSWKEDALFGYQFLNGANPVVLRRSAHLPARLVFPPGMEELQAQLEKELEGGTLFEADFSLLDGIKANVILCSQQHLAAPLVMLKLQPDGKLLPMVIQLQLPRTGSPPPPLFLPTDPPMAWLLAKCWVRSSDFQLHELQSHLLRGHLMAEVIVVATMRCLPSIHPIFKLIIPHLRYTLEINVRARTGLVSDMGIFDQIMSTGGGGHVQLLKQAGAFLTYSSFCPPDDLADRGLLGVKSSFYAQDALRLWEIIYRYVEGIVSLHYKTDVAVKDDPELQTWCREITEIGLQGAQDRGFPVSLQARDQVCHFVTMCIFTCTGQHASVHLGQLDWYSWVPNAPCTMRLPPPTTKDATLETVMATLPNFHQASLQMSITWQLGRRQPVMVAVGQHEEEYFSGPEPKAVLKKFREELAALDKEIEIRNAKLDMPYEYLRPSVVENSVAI
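Purified human 15hLO-1 (40 nM final) in 25 mM Hepes pH 7.5, 0.01% Triton X-100 was preincubated with compound 15 min at room temperature, then reacted 6 min with 50 uM arachidonic acid; hydroperoxide detected by Fe-XO, 573/405 nm absorbance ratio.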
4-MU autofl = compounds fluorescent in 4-MU spectral region. AID 589. 59,000 tested, 11% active. compound autofluorescence, 340/450 nm, 4-MU equivalents; hits give high values. max dye-equivalent concentration, M; in the data active = max dye-equivalent concentration above about 10 nM; inconclusive = mostly about 1.1 nM to 9.6 nM
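Compounds in 100 mM Tris, pH 8.0, incubated 15 min at room temperature, then fluorescence read at 340 nm excitation/450 nm emission. Signal converted to 4-MU dye-equivalent concentration using an on-plate six-point 4-MU standard curve.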
Pol III holo inh = blocks replication by bacterial DNA polymerase III holoenzyme; reconstituted DNA polymerase III holoenzyme replication, biochemical; Potency, µM (series often up to 57.1 µM), for inactives: top-dose activity change, negative = inhibition; 71,000 tested, 0.25% active; also: potency is read from the fitted curve at half-maximal effect; % is scaled to controls: 0 for no effect and ±100 for the full control effect
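Reconstituted *E. coli* holoenzyme (0.35 nM Pol III, 1 nM beta, 154 nM SSB, 2 nM primase) was preincubated with compound for 15 min at RT. Synthesis on 1.4 nM ssM13Gori ran 35 min, then was stopped with PicoGreen/EDTA and read as dsDNA fluorescence.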
TexasRed autofl = compounds fluorescent in Texas Red spectral region | Compound fluorescence, Texas Red channel, 547/618 nm; hits give high values | max dye-equivalent concentration, M | AID 587 | 59,000 tested, 0.06% active; in the data active = max dye-equivalent concentration above about 10 nM; inconclusive = between about 1.1 nM and that limit
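qHTS profiling of intrinsic compound fluorescence; 100 mM Tris pH 8.0; 15 min RT; ex 547 / em 618 nm; response expressed as Texas Red dye-equivalent concentration from six-point plate standard.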
Fluorescein autfl = compound fluoresces in the fluorescein spectral region; Compound autofluorescence, 480/540 nm, fluorescein-equivalent; hits give high values; max fluorescein-equivalent concentration, M; 59,000 tested, 0.91% active; in the data active = max fluorescein-equivalent concentration above about 10 nM; inconclusive = between about 1.1 nM and that limit
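Spectral profiling of library compounds in the fluorescein window (480 nm excitation, 540 nm emission) after 15 min at room temperature in pH 8.0 Tris (100 mM). Values are dye-equivalent concentrations.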
Epigenetic mod = epigenetic modulators derepressing GFP locus in mouse cells; 68,000 tested, 0.09% active; mouse C127i GFP locus derepression, cytometry, 30 h; Potency, µM (titrated, usually from 46.1 µM), without a hit: top-dose GFP derepression (activation); AID 597; also: % of control where 0% means no effect
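Locus derepression in mouse mammary C127i cells whose integrated CMV-GFP reporter is normally silent; GFP expression after 30 h compound treatment was quantified by counting fluorescent cells.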
Ub-GFP proteasome = ubiquitin-GFP accumulation via proteasome inhibition. Ubiquitin-GFP reporter cells, proteasome inhibition, GFP fluorescence; response scale: untreated = 0%, 10 µM MG-132 = 100%. Potency, µM (series often up to 45.9 µM), for inactives: at the top dose activation (GFP accumulation), actives largely listed as activators. 67,000 tested, under 10 active. AID 526; active = well fitted activation curve with a large enough effect, not every such curve was filed as active; inconclusive = small, poorly fitted or top-dose-only effect, or another doubt; inactive = no such curve, though single readings can be large or run the other way; also: potency is read from the fitted curve at half-maximal effect
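U2OS Ub(G76V)-GFP reporter; O/N plating, 0.5% FBS; cpd 46 uM–2.9 nM, 4 h, 37 °C; GFP+ cell count, 488/515 nm; norm. to basal vs 10 uM MG-132; CRC fit.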
HADH2 inh = HADH2 (human) dehydrogenase inhibition; Q99714; recombinant HADH2, NADH fluorescence, beta-hydroxybutyryl-CoA; Potency, µM (highest dose often 57.1 µM), for the others: at the top dose activity change, negative = inhibition, actives largely listed as inhibitors; 73,000 tested, 3.4% active; also: potency is read from the fitted curve at half-maximal effect; % is scaled to controls: 0 for no effect and ±100 for the full control effect; nearly all actives have a fitted effect of over 60% in size; many of its hits are not listed in these tables
Target sequence (Q99714 whole entry, looked up, one chain of several): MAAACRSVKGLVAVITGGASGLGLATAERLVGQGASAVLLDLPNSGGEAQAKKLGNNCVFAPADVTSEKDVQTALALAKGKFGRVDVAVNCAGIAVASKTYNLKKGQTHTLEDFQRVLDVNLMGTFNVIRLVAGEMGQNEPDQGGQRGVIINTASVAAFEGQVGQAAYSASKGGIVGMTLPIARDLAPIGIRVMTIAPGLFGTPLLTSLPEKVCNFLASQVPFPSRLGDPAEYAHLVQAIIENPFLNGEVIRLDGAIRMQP
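Read-out: 360 nm excitation, 450 nm emission, kinetic over 4 min. Conditions: His-tagged human HADH2 20 nM, pH 9.0 Tris with Tween-20, 1 mM NAD+, 90 uM beta-hydroxybutyryl-CoA.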
HBB splice mod = hemoglobin beta splicing modulation | HBB splicing reporter cell assay, activation; EGFP reporter with mutant IVS2-654 intron; response scale: normalised to 500 nM splice-correcting PNA | Potency, µM (top dose mostly 46.1 µM), for inactives: top-dose activation, hits mostly activators | 65,000 tested, 0.06% active; also: potency is read from the fitted curve at half-maximal effect; 0% is about no effect
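HeLa cells stably expressing EGFP interrupted by mutant beta-globin intron 2 (IVS2-654), 500/well in 2% FCS. Treated with compound for 2 days at 37C. Splicing correction scored as total well GFP intensity (488 nm excitation, 500-520 nm emission); 500 nM antisense PNA served as control.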
An asterisk follows results filed as active; [ ] = remark or other dose. Unless noted, calls follow the shape of the dose curve; as a rule, active = well fitted curve in the direction sought with a large enough effect; inconclusive = small, poorly fitted or top-dose-only effect, or another doubt; inactive = no such curve, though single readings can be large; an effect the other way counts as inactive or inconclusive.

CCOc1ccc(Oc2nc(NCC(C)C)nc(OC)n2)nn1 was read as Hsp90 Hop PPI -3%[2.3 µM], ALOX15 inhib 9%, Pol III holo inh 1%, Ub-GFP proteasome -3%, HADH2 inh 2% and HBB splice mod -1.3%.
For O=C(NCc1ccc2c(c1)OCO2)C1CCN(c2ccc(S(=O)(=O)N3CCCC3)cc2)CC1 the results were Hsp90 Hop PPI -7%, Rhodamine autofl inactive, ALOX15 inhib -1%, 4-MU autofl inactive, Pol III holo inh 1%, TexasRed autofl inactive, Fluorescein autfl inactive, Epigenetic mod 0%, Ub-GFP proteasome -6% and HADH2 inh -25%.
NC(=O)C1CCCNC1 (stereo unspecified) was read as Hsp90 Hop PPI -3%, Rhodamine autofl inactive, ALOX15 inhib 2%, 4-MU autofl inactive, Pol III holo inh -5%, TexasRed autofl inconclusive, Fluorescein autfl inconclusive, Epigenetic mod 4%, Ub-GFP proteasome 0%, HADH2 inh 0% and HBB splice mod 0.7%.
Screening COC(=O)CSc1nnc(SCc2ccccc2)s1 returned Hsp90 Hop PPI 15%, ALOX15 inhib 1%, Pol III holo inh 6%, Epigenetic mod 0%, Ub-GFP proteasome 3%, HADH2 inh -11% and HBB splice mod 0.8%[9.22 µM].
CC(=O)N(c1ccc2oc(=O)sc2c1)S(=O)(=O)c1ccccc1 was read as Hsp90 Hop PPI -25%, Rhodamine autofl inactive, ALOX15 inhib 16µM*, 4-MU autofl inactive, Pol III holo inh 0%, TexasRed autofl inconclusive, Fluorescein autfl inconclusive, Epigenetic mod 0%, Ub-GFP proteasome -10%, HADH2 inh 3.2µM* and HBB splice mod -0.5%.
COCCn1c(=O)c(-c2cccc(C#N)c2)nc2cnc(Oc3ccc(OC)cc3)nc21 was read as Hsp90 Hop PPI -5%, Rhodamine autofl inactive, ALOX15 inhib 4%, 4-MU autofl inactive, Pol III holo inh -11%, TexasRed autofl inactive, Fluorescein autfl inactive, Epigenetic mod 0%[9.22 µM], Ub-GFP proteasome 8%, HADH2 inh -9% and HBB splice mod -1.0%.
Cc1ccc(C(=O)NCC2CCCO2)cc1N1CCCC1=O (stereo unspecified) was read as Hsp90 Hop PPI 2%, Rhodamine autofl inactive, ALOX15 inhib 5%, 4-MU autofl inactive, Pol III holo inh -5%, TexasRed autofl inactive, Fluorescein autfl inactive, Epigenetic mod 0%, Ub-GFP proteasome 11%, HADH2 inh 6% and HBB splice mod -1.6%.
Screening Nc1ccc2c(c1)ncn2CCCn1cnc2cc(N)ccc21 returned Hsp90 Hop PPI inconclusive, Rhodamine autofl inactive, ALOX15 inhib 14%, 4-MU autofl inactive, Pol III holo inh -30%, TexasRed autofl inactive, Fluorescein autfl inconclusive, Epigenetic mod 1%, Ub-GFP proteasome 0%, HADH2 inh inconclusive and HBB splice mod -0.1%[57.5 µM].
`Cc1ccc(C)c(-n2c(N)c(C(N)=O)sc2=S)c1` gave Hsp90 Hop PPI -18%, Rhodamine autofl inactive, ALOX15 inhib -12%, 4-MU autofl 6.4e-08M*, Pol III holo inh 1%, TexasRed autofl inactive, Fluorescein autfl inactive, Epigenetic mod 1%, Ub-GFP proteasome -3%, HADH2 inh inconclusive and HBB splice mod 1.7%.
For O=C(Nc1ncc(C(F)(F)F)cc1Cl)C1COc2ccccc2O1 (stereo unspecified) the results were Hsp90 Hop PPI 3%, Rhodamine autofl inactive, ALOX15 inhib 3%, 4-MU autofl inactive, Pol III holo inh 1%, TexasRed autofl inconclusive, Fluorescein autfl inconclusive, Epigenetic mod 4%, Ub-GFP proteasome 1%, HADH2 inh -1% and HBB splice mod 0.8%.
Cc1c(C(=O)NC2=NCCS2)oc2ccccc12 was read as Hsp90 Hop PPI -2%, Rhodamine autofl inactive, ALOX15 inhib 5%, 4-MU autofl 2.7e-06M*, Pol III holo inh -3%, TexasRed autofl inactive, Fluorescein autfl inactive, Epigenetic mod 0%, Ub-GFP proteasome 13%, HADH2 inh 25µM* and HBB splice mod -1.0%.
O=C(CCN1CCc2ccccc2C1)c1ccc2c(c1)OCCO2 was read as Hsp90 Hop PPI -1%, Rhodamine autofl inactive, ALOX15 inhib -8%, 4-MU autofl inactive, Pol III holo inh -2%, TexasRed autofl inactive, Fluorescein autfl inconclusive, Epigenetic mod -2%, Ub-GFP proteasome -4%, HADH2 inh -26% and HBB splice mod -2.9%[57.5 µM].

2 successive entries out of the list so far, quoted:
CCOc1ccc(Oc2nc(NCC(C)C)nc(OC)n2)nn1 was read as Hsp90 Hop PPI -3%[2.3 µM], ALOX15 inhib 9%, Pol III holo inh 1%, Ub-GFP proteasome -3%, HADH2 inh 2% and HBB splice mod -1.3%.
For O=C(NCc1ccc2c(c1)OCO2)C1CCN(c2ccc(S(=O)(=O)N3CCCC3)cc2)CC1 the results were Hsp90 Hop PPI -7%, Rhodamine autofl inactive, ALOX15 inhib -1%, 4-MU autofl inactive, Pol III holo inh 1%, TexasRed autofl inactive, Fluorescein autfl inactive, Epigenetic mod 0%, Ub-GFP proteasome -6% and HADH2 inh -25%.

Additional compounds:
`Cc1c(C(=O)N2CCCC2)nnn1-c1nonc1N` gave Hsp90 Hop PPI inconclusive, Rhodamine autofl inactive, ALOX15 inhib 3%, 4-MU autofl inactive, Pol III holo inh 10%, TexasRed autofl inactive, Fluorescein autfl inactive, Epigenetic mod 10%, Ub-GFP proteasome 0%, HADH2 inh 6% and HBB splice mod -1.2%.
For Cc1c(C)n(Cc2ccccc2)c2ncnc(N)c12 the results were Hsp90 Hop PPI -27%, Rhodamine autofl inactive, ALOX15 inhib -18%, 4-MU autofl inconclusive, Pol III holo inh -3%, TexasRed autofl inactive, Fluorescein autfl inconclusive, Epigenetic mod -1%, Ub-GFP proteasome -1%, HADH2 inh 6% and HBB splice mod -1.7%.
CCOC(=O)c1cc2c(=O)n3cc(C)ccc3nc2n(Cc2cccnc2)c1=N was read as Hsp90 Hop PPI -4%, ALOX15 inhib 2%, Pol III holo inh 2%, Epigenetic mod 13%, Ub-GFP proteasome -3%, HADH2 inh 18% and HBB splice mod -0.7%.
`OCCN(Cc1ccccc1)Cc1ccccc1Cl` gave Hsp90 Hop PPI -1%, Rhodamine autofl inactive, ALOX15 inhib -7%, 4-MU autofl inactive, Pol III holo inh -3%, TexasRed autofl inconclusive, Fluorescein autfl inactive, Epigenetic mod 0%, Ub-GFP proteasome 7%, HADH2 inh -4% and HBB splice mod 0.6%.
Screening C[C@H](NC(=O)c1ccc(Cl)c(Cl)c1)c1ccc(-c2ccccc2)cc1 returned Hsp90 Hop PPI 2%[11 µM], Rhodamine autofl inactive, ALOX15 inhib 0%[11.4 µM], 4-MU autofl inactive, Pol III holo inh -10%[11.4 µM], TexasRed autofl inactive, Fluorescein autfl inactive, Epigenetic mod 2%[9.22 µM], Ub-GFP proteasome -5%[9.17 µM], HADH2 inh -6%[11.4 µM] and HBB splice mod 4.6%[9.22 µM].
Screening O=C1CC(c2cccs2)CC2=C1C(c1ccccc1)n1ncnc1N2 (stereo unspecified) returned Hsp90 Hop PPI -3%, Rhodamine autofl inactive, ALOX15 inhib 4%, 4-MU autofl 2.2e-07M*, Pol III holo inh 1%, TexasRed autofl inactive, Fluorescein autfl inactive, Epigenetic mod -2%, Ub-GFP proteasome -4%, HADH2 inh inconclusive and HBB splice mod 0.9%.
For COCC(=O)NCCc1nc(-c2ccccc2)cs1 the results were Hsp90 Hop PPI 3%, Rhodamine autofl inactive, ALOX15 inhib 3%, 4-MU autofl inactive, Pol III holo inh 1%, TexasRed autofl inactive, Fluorescein autfl inconclusive, Epigenetic mod 0%, Ub-GFP proteasome 5%, HADH2 inh -2% and HBB splice mod -2.5%.
CC1(C)Cc2c(sc3nc(SCC#N)n(C4CCCCC4)c(=O)c23)CO1 was read as Rhodamine autofl inactive, 4-MU autofl inactive, TexasRed autofl inconclusive, Fluorescein autfl inactive and Epigenetic mod -6%[20.6 µM].
For CCc1c(C(=O)NCCc2ccc(OC)c(OC)c2)[nH]c(C)c1C(C)=O the results were Hsp90 Hop PPI -11%, Rhodamine autofl inactive, ALOX15 inhib -1%, 4-MU autofl inactive, Pol III holo inh -15%, TexasRed autofl inconclusive, Fluorescein autfl inactive, Epigenetic mod 4%, Ub-GFP proteasome 3%, HADH2 inh 1% and HBB splice mod 1.6%.
For COc1cccc(Cn2c(=O)c(-c3ccc(Cl)cc3)nc3cnc(OC)nc32)c1 the results were Hsp90 Hop PPI -3%, Rhodamine autofl inactive, ALOX15 inhib 0%, 4-MU autofl inactive, Pol III holo inh -10%, TexasRed autofl inactive, Fluorescein autfl inconclusive, Epigenetic mod 5%[9.22 µM], Ub-GFP proteasome -10%, HADH2 inh -6% and HBB splice mod -0.6%.

Source: PubChem BioAssay (National Center for Advancing Translational Sciences (NCATS))

Not all compounds are listed; count on the stated rates, not on these rows.
